From PubChem BioAssay
KDM4E inh – inhibitors of human JMJD2E histone demethylase; JMJD2E catalytic domain, FDH-coupled NADH fluorescence (FDH is formaldehyde dehydrogenase); Potency, µM (doses to about 57.1 µM), without a hit: at the top dose activity change, negative = inhibition, actives largely listed as inhibitors; 1.6% of 230,000 active; AID 2147; active = well fitted inhibition curve with a large enough effect, not every such curve was filed as active; inconclusive = small, poorly fitted or top-dose-only effect, or another doubt; inactive = no such curve, though single readings can be large or run the other way;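 also: 0% = wells with enzyme and -100% = buffer wells without enzyme; nearly all actives have a fitted effect of over 50% in size; many of its hits are not listed in these tables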
Target sequence (B2RXH2 1-337 limits assumed): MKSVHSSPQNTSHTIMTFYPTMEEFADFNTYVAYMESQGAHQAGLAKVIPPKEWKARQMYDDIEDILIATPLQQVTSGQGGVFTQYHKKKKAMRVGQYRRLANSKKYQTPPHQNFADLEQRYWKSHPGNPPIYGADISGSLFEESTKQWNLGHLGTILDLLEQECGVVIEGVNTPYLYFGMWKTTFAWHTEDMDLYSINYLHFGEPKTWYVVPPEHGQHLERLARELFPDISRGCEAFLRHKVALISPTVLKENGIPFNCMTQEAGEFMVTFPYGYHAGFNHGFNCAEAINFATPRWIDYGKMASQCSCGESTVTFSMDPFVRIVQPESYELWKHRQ
Epigenetic reg – derepresses silenced GFP reporter in murine cells. 0.2% of 280,000 active. murine LDR cells, GFP reporter derepression, 30 h. Potency, µM (series often up to 53.9 µM), for inactives: at the top dose GFP activation, actives largely listed as activators; also: % of control where 0% means no effect; nearly all actives have a fitted effect of over 60% in size
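Reporter derepression read as number of fluorescent GFP-positive objects, 20-120 um in size, counted by laser-scanning cytometer. Mouse LDR line with an epigenetically silenced CMV-GFP locus; compound incubation 30 h, 37 C.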
KinaseGlo FLuc – blocks Kinase-Glo luciferase, a counter-screen artifact | Q27757 | 0.28% of 200,000 active | Potency, µM (series often up to 38.3 µM), without a hit: top-dose activity change, negative = inhibition, actives largely listed as inhibitors | Kinase-Glo luciferase, ATP luminescence, 8 min; also: % is scaled to controls: 0 for no effect and ±100 for the full control effect; nearly all actives have a fitted effect of over 60% in size
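Recombinant Kinase-Glo luciferase, 10 uM ATP (linear range), luciferin; imidazole pH 7.2 / KCl / MgCl2 / Tween / BSA buffer; 8 min RT; luminescence.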
SMN2 splice enh – enhancers of SMN2 splice variant expression. HEK293 SMN2-luciferase splicing reporter, luminescence, 30-36 h. Potency, µM (doses to about 46.1 µM), for inactives: at the highest dose activity change, positive = activation, actives largely listed as activators. 2.8% of 210,000 active; also: % of control where 0% means no effect; nearly all actives have a fitted effect of over 55% in size
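HEK293 cells carry an SMN2 […]–luciferase reporter in which exon 7 inclusion puts luciferase in frame. Cells were plated 10-12 h before compound addition, then incubated 30-36 h at 37C. ONE-Glo luminescence was read; sodium butyrate at 4.5 mM final served as control.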
RGS12 GoLoco inh – inhibitors of human Gai1-RGS12 GoLoco interaction (red fluorophore); Gai1:RGS12 GoLoco peptide FP, rhodamine, 10 min; Potency, µM (highest dose often 61.6 µM), for inactives: at the top dose activity, negative = inhibition, actives largely listed as inhibitors; 0.44% of 230,000 active; active = well fitted inhibition curve with a large enough effect, not every such curve was filed as active; inactive = no such curve, though single readings can be large or run the other way; also: % is scaled to controls: 0 for no effect and ±100 for the full control effect; nearly all actives have a fitted effect of over 30% in size; many of its hits are not listed in these tables
Target sequence (P63096 whole entry, looked up): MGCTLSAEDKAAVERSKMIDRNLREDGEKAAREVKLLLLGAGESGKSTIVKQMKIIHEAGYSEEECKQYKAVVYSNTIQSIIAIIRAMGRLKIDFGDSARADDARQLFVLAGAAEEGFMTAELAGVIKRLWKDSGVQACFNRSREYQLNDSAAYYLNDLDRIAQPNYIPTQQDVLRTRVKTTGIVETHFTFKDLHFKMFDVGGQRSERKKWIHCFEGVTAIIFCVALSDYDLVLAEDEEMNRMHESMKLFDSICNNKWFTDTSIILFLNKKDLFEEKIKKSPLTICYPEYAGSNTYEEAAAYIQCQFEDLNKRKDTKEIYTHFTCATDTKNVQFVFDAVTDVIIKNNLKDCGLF
IMPase Li inh – membrane-permeable IMPase blocker, potentiated with lithium. CHO-M1 cells, IP1 TR-FRET (IP-One), carbachol + lithium. Potency, µM (top dose mostly 59.4 µM), inactives show top-dose activity, negative = IMPase inhibition, actives largely listed as inhibitors. 0.35% of 210,000 active;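 also: IP1 builds up when IMPase is blocked and the TR-FRET signal falls; plate controls were basal vehicle for no effect and high inhibitor control for full effect; nearly all actives have a fitted effect of over 50% in size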
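Lithium-sensitised IP1 accumulation assay; M1-expressing CHO cells treated 30 min at 37C with compound. Competitive antibody detection by time-resolved FRET followed a 10 min room-temperature lysis step.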
RECQ1 helicase – inhibitors of human RECQ1 DNA helicase; P46063; RECQ1 DNA unwinding, red fluorescence kinetic read; Potency, µM (titrated, usually from 57.3 µM), for the others: at the top dose activity, negative = inhibition, hits mostly inhibitors; 0.54% of 240,000 active; AID 2549;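 also: plate controls were vehicle for no effect and no enzyme for full effect; nearly all actives have a fitted effect of over 30% in size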
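RECQ1T1 50 nM; forked duplex (20 bp + 30-nt ss tails) 200 nM, ATP 2 mM final; pH 8.0, 2 mM MgCl2, 2.5 ug/ml poly(dI-dC); 15 min compound preincubation; discontinuous kinetic read over 2 h at RT.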
NPSR antag – neuropeptide S receptor (human) antagonism, cAMP | 1% of 220,000 active | Q6W5P4 | CHO-NPSR cells, cAMP TR-FRET, antagonist mode | Potency, µM (titrated, usually from 38.3 µM), for the others: at the highest dose activity change, negative = inhibition, actives largely listed as inhibitors; also: % is scaled to controls: 0 for no effect and ±100 for the full control effect; nearly all actives have a fitted effect of over 50% in size; many of its hits are not listed in these tables
Target sequence (Q6W5P4 whole entry, looked up): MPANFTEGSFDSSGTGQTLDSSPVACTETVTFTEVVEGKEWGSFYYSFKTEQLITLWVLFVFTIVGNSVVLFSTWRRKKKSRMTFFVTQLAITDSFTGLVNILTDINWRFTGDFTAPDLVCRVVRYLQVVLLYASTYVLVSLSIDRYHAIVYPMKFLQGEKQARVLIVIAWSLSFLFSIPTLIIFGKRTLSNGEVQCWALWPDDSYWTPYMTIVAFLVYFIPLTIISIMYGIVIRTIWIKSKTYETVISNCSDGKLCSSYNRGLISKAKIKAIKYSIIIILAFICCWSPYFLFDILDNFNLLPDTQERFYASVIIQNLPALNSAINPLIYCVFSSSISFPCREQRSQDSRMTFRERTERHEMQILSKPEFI
* marks the source's active call; other numbers are inactive results; i = inactive; ? = inconclusive; · = not tested or not shown; & = joins results of further samples; [ ] = remark or other dose. Unless noted, calls follow the shape of the dose curve; as a rule, active = well fitted curve in the direction sought with a large enough effect; inconclusive = small, poorly fitted or top-dose-only effect, or another doubt; inactive = no such curve, though single readings can be large; an effect the other way counts as inactive or inconclusive. Potency is read from the fitted curve at half-maximal effect. The list is partial; rates above refer to the full screens.

mol	KDM4E inh	Epigenetic reg	KinaseGlo FLuc	SMN2 splice enh	RGS12 GoLoco inh	IMPase Li inh	RECQ1 helicase	NPSR antag
CNc1nc(N)c([N+](=O)[O-])c(Nc2cccc(Cl)c2)n1	1%	2.1%	·	·	16%	·	-11%	-1%
CCOC(=O)C1CCCN(c2cc(=O)n(Cc3ccc(F)cc3)c(=O)[nH]2)C1 (stereo unspecified)	-3%	1.3%	1%	2%	-5%	-20%[38.3 µM]	4%	-13%[46.1 µM]
O=C(COC(=O)CCCSc1nc2ccccc2[nH]1)NC(=O)NC1CCCC1	3%	-0.1%	·	·	·	·	-2%	-17%[46.1 µM]
CCc1ccc(N2CC(C(=O)OCC(=O)Nc3cc(C)on3)CC2=O)cc1 (stereo unspecified)	3%	0.9%	1%	-9%	1%	-6%	-11%	-1%[46.1 µM]
CCCN(CC1CC1)S(=O)(=O)c1ccc(S(N)(=O)=O)cc1	9%	-0.8%	1%	19%	-3%	15%[38.3 µM]	i	-13%[46.1 µM]
O=c1c2ccccc2nnn1CSc1ncnc2ccccc12	6%	-1.1%	-4%	?	-3%	-4%[38.3 µM]	-11%	-22%[46.1 µM]
CCCN(CCC)C(=O)Cn1c(=O)c2sccc2n2c(=S)sc(-c3ccccc3)c12	7%	-1.2%	·	·	26%	0%	i	8%
O=C(Cn1cnc2c(nnn2-c2ccccc2)c1=O)N1CCC(Cc2ccccc2)CC1	-6%	0.0%	-1%	-33%[inhibitor]	2%	15%[38.3 µM]	i	-9%[46.1 µM]
CCCCCC(C)NC(=O)c1ccoc1C (stereo unspecified)	-1%	2.4%	1%	-7%	6%	4%	i	-9%[46.1 µM]
Cc1c(Cl)cccc1NC(=O)N1CCCN(c2nc(-c3ccccc3)ns2)CC1	-17%	0.0%	·	·	6%	·	5%	23%
O=C1NC(=O)C2C3c4ccccc4C(c4ccccc43)C12 (stereo unspecified)	1%	-0.3%	2%	3%	10%	6%[38.3 µM]	-20%	-3%[46.1 µM]
CCC(C(=O)N1CCc2ccccc2C1)n1nc(C)n2c(cc3occc32)c1=O (stereo unspecified)	?	0.4%	-11%	-21%	3%	1%[38.3 µM]	0%	-11%[46.1 µM]

Six entries already listed, sorted by molar mass, ascending:
mol	KDM4E inh	Epigenetic reg	KinaseGlo FLuc	SMN2 splice enh	RGS12 GoLoco inh	IMPase Li inh	RECQ1 helicase	NPSR antag
CCCN(CC1CC1)S(=O)(=O)c1ccc(S(N)(=O)=O)cc1	9%	-0.8%	1%	19%	-3%	15%[38.3 µM]	i	-13%[46.1 µM]
CCOC(=O)C1CCCN(c2cc(=O)n(Cc3ccc(F)cc3)c(=O)[nH]2)C1 (stereo unspecified)	-3%	1.3%	1%	2%	-5%	-20%[38.3 µM]	4%	-13%[46.1 µM]
CCC(C(=O)N1CCc2ccccc2C1)n1nc(C)n2c(cc3occc32)c1=O (stereo unspecified)	?	0.4%	-11%	-21%	3%	1%[38.3 µM]	0%	-11%[46.1 µM]
O=C(COC(=O)CCCSc1nc2ccccc2[nH]1)NC(=O)NC1CCCC1	3%	-0.1%	·	·	·	·	-2%	-17%[46.1 µM]
O=C(Cn1cnc2c(nnn2-c2ccccc2)c1=O)N1CCC(Cc2ccccc2)CC1	-6%	0.0%	-1%	-33%[inhibitor]	2%	15%[38.3 µM]	i	-9%[46.1 µM]
CCCN(CCC)C(=O)Cn1c(=O)c2sccc2n2c(=S)sc(-c3ccccc3)c12	7%	-1.2%	·	·	26%	0%	i	8%

(continued)
mol	KDM4E inh	Epigenetic reg	KinaseGlo FLuc	SMN2 splice enh	RGS12 GoLoco inh	IMPase Li inh	RECQ1 helicase	NPSR antag
Cc1cc(C)c2c(CC(=O)NN(C)C)coc2c1	7%	1.1%	-1%	6%	-1%	3%	i	9%
O=C1CC(C(=O)N(c2ccc(F)cc2)C(C(=O)NC2CCCC2)c2ccccn2)CS1 (stereo unspecified)	1%	0.0%	1%	-7%	-8%	-8%[38.3 µM]	-9%	-14%[46.1 µM]
CCOC(=O)c1c(NC(=O)CSc2ccccc2C(=O)O)sc(C)c1C	-3%	1.2%	2%	·	32%[activator]	-5%	i	45%
NC(=O)[C@@H]1CCCNc2c(I)cc([N+](=O)[O-])cc2C(=O)N[C@@H](CO)C(=O)N[C@@H](Cc2ccc(O)cc2)C(=O)N1	5%	-0.6%	-1%	1%	4%	2%	i	10%
CCC(NS(=O)(=O)c1cnn(CC)c1)c1ccccc1 (stereo unspecified)	-3%	-2.4%	-1%	-6%	6%	0%	2%	7%
CC(C)(C)N1CC(c2nc3ccccc3n2Cc2ccc(Cl)cc2)CC1=O (stereo unspecified)	?	-7.8%	-4%	9%	10%	47%[38.3 µM]	-5%	-26%[46.1 µM]
Cc1ccc(-c2cc(-c3ccco3)c(C#N)c(=O)[nH]2)cc1	?	1.1%	·	·	11%	·	?	-19%
N#Cc1ccc(-c2ccccc2)nc1Sc1ccc(F)cc1	1%	-2.1%	-5%	-12%	1%	-10%[38.3 µM]	-7%	-1%[46.1 µM]
CCN(CCCNC(=O)C1CCC(=O)N1C(C)C)c1cccc(C)c1 (stereo unspecified)	-13%	-1.7%	0%	-10%	-26%	52%[activator][38.3 µM]	0%	?
COc1ccc(Cc2c(C)nc(N)nc2Cl)cc1	3%	0.0%	1%	20%	-8%	-2%	-3%	?
O=S1(=O)N=C(Oc2cccc3ccccc23)c2ccccc21	?	2.0%	1%	10%	6%	-5%	-3%	?
CN(C)CCCN1C(=O)C(=O)/C(=C(/O)c2ccccc2)C1c1ccccn1 (stereo unspecified)	4%	-6.3%	·	·	·	·	-3%	9%[46.1 µM]

(more compounds)
mol	KDM4E inh	Epigenetic reg	KinaseGlo FLuc	SMN2 splice enh	RGS12 GoLoco inh	IMPase Li inh	RECQ1 helicase	NPSR antag
O=C(O)CCC(=O)N1CCc2cc(S(=O)(=O)NC3CCCC3)ccc21	3%	-0.2%	-1%	5%	9%	3%[38.3 µM]	-8%	2%[46.1 µM]
Cc1noc(/C=C/c2nn(C)cc2Cl)c1[N+](=O)[O-]	-12%	4.5%	·	·	-1%	·	-9%	44%
CC(C)c1ccc(NC(=O)CNCC(c2ccccc2)N(C)C)cc1 (stereo unspecified)	?	-1.3%	·	·	2%	·	17%	-16%
CC(C)(C)NC(=O)NC(=O)COC(=O)C1CC(=O)N(Cc2ccccc2)C1 (stereo unspecified)	-1%	-2.5%	-3%	1%	2%	-16%[38.3 µM]	5%	-1%[46.1 µM]
O=C(COC(=O)Cc1ccc(S(=O)(=O)N2CCOCC2)s1)NCc1ccccc1	?	2.0%	·	·	·	·	i	-10%[46.1 µM]
CC1(C)CC(=NNC(=O)c2n[nH]c3c2CCC3)CC(C)(C)N1	-10%	-1.1%	3%	·	7%	3%	-10%	6%
Cc1ccc(C(=O)NCC(=O)OCC(=O)Nc2ccccc2C#N)s1	-1%	-0.4%	-1%	1%	8%	1%	-6%	1%
COc1ccc(CC(=O)NC(=S)Nc2ccc(S(=O)(=O)NC(C)(C)C)cc2)cc1	4%	0.0%	-7%	-11%	3%	6%[38.3 µM]	-15%	-28%[46.1 µM]
CCCN(Cc1cc2ccccc2[nH]c1=O)C(=O)c1cccc([N+](=O)[O-])c1	2%	?	·	·	1%	·	i	0%
Cc1noc(C)c1C(=O)Nc1ccccn1	-6%	-0.9%	9%	-5%	-43%	-8%	6%	15%[46.1 µM]
Cc1c(C(=O)NCC(C)C)sc2nc(-c3ccc(F)cc3)cn12	3%	0.0%	0%	18%	4%	54%[activator][38.3 µM]	i	-1%[46.1 µM]
COc1cccc(CN(Cc2ccccc2F)S(=O)(=O)c2ccc(S(=O)(=O)NCc3ccccc3)cc2)c1	-1%	-3.2%	2%	-6%	10%	1%	19%	-32%

New compounds follow:
mol	KDM4E inh	Epigenetic reg	KinaseGlo FLuc	SMN2 splice enh	RGS12 GoLoco inh	IMPase Li inh	RECQ1 helicase	NPSR antag
O=C(NCCN1CCOCC1)c1ccc2c(c1)ncn2C1CCCCC1	4%	-0.9%	-3%	-5%	2%	1%[38.3 µM]	-9%	-10%[46.1 µM]
CCOC(=O)N1CCN(C(=O)COc2ccc(Cl)cc2)CC1	2%	-2.1%	4%	37%	5%	20%[38.3 µM]	1%	2%[46.1 µM]
COC(=O)Nc1ccc(OCC(=O)N2CCOCC2)cc1	0%	0.0%	-3%	6%	10%	-7%	-5%	8%
CCS(=O)(=O)N1Cc2ccccc2CC1C(=O)Nc1ccccc1OC (stereo unspecified)	-23%	5.6%	·	·	10%	·	-8%	20%
C[C@@H](NCc1cc(Br)cc2[nH]c(=O)c(=O)[nH]c12)P(=O)(O)O	3%	-1.1%	0%	·	7%	-8%	-15%	·
COc1cc(C2NC(C(=O)O)CS2)ccc1OCc1ccccc1C#N (stereo unspecified)	-25%	-0.9%	-23%	13%	-27%	14%[38.3 µM]	-15%	-7%[46.1 µM]
Cc1ccc(C2/C(=C(/O)c3ccc(Cl)cc3)C(=O)C(=O)N2CC2CCCO2)o1 (stereo unspecified)	-4%	-2.3%	-2%	-4%	7%	-14%[38.3 µM]	-1%	-6%[46.1 µM]
CCOC(=O)c1sc(C)c(C(N)=O)c1NC1=NCCCCC1	?	0.0%	-4%	3%	-3%	9%[38.3 µM]	-1%	-13%[46.1 µM]
O=C(N/N=C\c1ccc(O)c([N+](=O)[O-])c1)C1COc2ccccc2O1 (stereo unspecified)	-22%	-0.3%	·	·	5%	·	8%	17%[7.67 µM]
Cc1ccccc1C(=O)N1CCc2ccccc2C1	0%	4.8%	1%	-17%	-55%	40%[activator][38.3 µM]	-1%	-9%[46.1 µM]
Cc1ccc(C(=O)C(C)OC(=O)c2cc3cc([N+](=O)[O-])ccc3oc2=O)cc1 (stereo unspecified)	-27%	-3.4%	0%	1%	-16%	13%	-24%	-20%[46.1 µM]
C1CCN2C[C@H]3C[C@H](CN4CCCCC34)C2C1 (stereo partly specified)	-8%&5%	0.0%&-0.3%	-2%&-1%	2%&-2%	-5%&-8%	13%&24%	14%	·
